TRHR ag – activates the human TRH receptor; actives 0.18% (n = 360,000); P34981; TRHR cells, calcium flux fluo-8, FDSS agonist mode; activation, % at 2 µM; in the data active means activation above about 30%; further: 0% is about no effect
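TRHR-expressing cells, plated overnight in medium with 10% serum, were loaded with fluo-8 calcium dye at room temperature. After a 10 s baseline, library compound was pin-added and calcium release was recorded kinetically (ex 480/em 530) as agonist response.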
TrxR1 substrate – substrates of rat thioredoxin reductase 1; O89049; purified TrxR1 substrate turnover, NADPH consumption readout; Potency, µM (titrated, usually from 114 µM), without a hit: at the top dose activity change, negative = substrate turnover; actives 0.01% (n = 390,000); AID 588456; further: potency means the concentration at half of the fitted maximal effect; on the % scale 0 is the no-effect control and ±100 the full control effect; nearly all actives have a fitted effect of over 50% in size
Target sequence (O89049 whole entry, looked up): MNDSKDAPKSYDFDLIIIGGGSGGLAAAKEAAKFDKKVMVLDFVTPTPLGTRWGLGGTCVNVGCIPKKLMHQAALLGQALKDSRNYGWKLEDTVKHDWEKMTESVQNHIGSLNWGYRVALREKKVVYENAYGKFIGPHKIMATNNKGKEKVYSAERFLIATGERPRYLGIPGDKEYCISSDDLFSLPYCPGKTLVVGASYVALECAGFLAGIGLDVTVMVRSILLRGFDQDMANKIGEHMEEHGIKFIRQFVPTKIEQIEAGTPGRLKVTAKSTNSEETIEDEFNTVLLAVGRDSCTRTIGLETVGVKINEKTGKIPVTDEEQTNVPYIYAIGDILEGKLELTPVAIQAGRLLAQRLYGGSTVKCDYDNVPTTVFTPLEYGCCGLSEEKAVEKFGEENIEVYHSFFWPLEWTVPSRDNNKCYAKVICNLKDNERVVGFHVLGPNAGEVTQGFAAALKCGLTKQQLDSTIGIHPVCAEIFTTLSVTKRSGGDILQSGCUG
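Rat TrxR1, dispensed at 90 nM, was prereduced with 400 uM NADPH (final) for 5 min at ~22 deg C, then incubated with compound 15 min before 400 uM selenite. A first-read NADPH fluorescence drop versus no-compound background flagged substrates.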
TRHR PAM – allosteric enhancers of human TRH receptor | P34981 | TRHR cells, fluo-8 calcium fluorescence, EC20 TRH enhancement | enhancement, % at 2 µM | actives 0.66% (n = 360,000) | AID 493056; in the data active means enhancement above about 30%; further: 0% is about no effect
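TRHR-expressing cells loaded with fluo-8 calcium dye were read kinetically (ex 480/em 530) during compound addition, then stimulated with an EC20 of TRH (10 nM final). Enhancement of the Gq-mediated intracellular calcium response was scored.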
rTrxR1 inhibitor – inhibitors of rat thioredoxin reductase 1 | O89049 | recombinant rTrxR1, NADPH fluorescence consumption, selenite substrate | Potency, µM (highest dose often 114 µM), inactives show top-dose activity change, negative = inhibition, usual class: inhibitors | actives 1% (n = 390,000) | AID 588453; further: potency means the concentration at half of the fitted maximal effect; on the % scale 0 is the no-effect control and ±100 the full control effect; nearly all actives have a fitted effect of over 65% in size
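Rat TrxR1 (90 nM in the dispensed reagent) was pre-reduced with 400 uM NADPH for 5 min at room temperature, then incubated with compound for 15 min. After 400 uM selenite was added, NADPH fluorescence (Ex 340/Em 450 nm) was followed for 8 min.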
USP1 inh – inhibitors of human USP1/UAF1 deubiquitinase; actives 0.23% (n = 390,000); AID 743255; Potency, µM (highest dose often 57.1 µM), without a hit: at the highest dose activity change, negative = inhibition, hits mostly inhibitors; recombinant USP1/UAF1, Ub-Rhodamine cleavage fluorescence; O94782; further: potency means the concentration at half of the fitted maximal effect; on the % scale 0 is the no-effect control and ±100 the full control effect; nearly all actives have a fitted effect of over 60% in size; inactives centre near -12
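Step one: compound is pinned into 1nM USP1/UAF1 in HEPES pH 7.8 buffer with TCEP. Step two: 15 min room-temperature incubation. Step three: Ub-Rho (150nM final) starts cleavage, tracked by fluorescence over six one-minute reads.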
D2 antagonist – antagonizes the human D2 dopamine receptor | inhibition, % at 10 µM | HEK293 TREx D2 cells, calcium flux, dopamine EC80 | actives 2% (n = 340,000); in the data active means inhibition above about 30%; further: 0% is about no effect
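Tetracycline-induced HEK293 TREx cells expressing D2 receptor forced-coupled to calcium signalling, loaded with no-wash calcium dye. Compounds added and calcium flux read 180 s, then dopamine added at EC80 and read a further 180 s.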
D2 ag – D2 dopamine receptor (human) agonism; P14416; HEK293 T-REx D2 cells, calcium flux agonist mode; activation, % at 2 µM; actives 0.53% (n = 340,000); AID 485358;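 active means activation over 3 SD above normal in the single-dose calcium agonist read, cut at about 30% in these data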; further: 0% is about no effect
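Agonism is scored from calcium flux in a force-coupled, inducible HEK293 cell line expressing D2, read kinetically for 180 s after compound addition against dopamine controls.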
PI4K2A inh – PI4K2A (human) kinase inhibition. Q9BTU6. purified PI4K2A, ADP-Glo luminescence, 1 h; active compounds read low. activity change, negative = inhibition, % at 76.9 µM. actives 0.13% (n = 420,000); in the data active means activity change below about -50%; inconclusive means mostly about -30% to -49%;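 further: -100% = wells without enzyme as full effect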
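ADP-Glo luminescence measured ADP generated by PI4K2A enzyme (4 ug/mL before mixing) with 1.2 mM PI substrate (pre-mix) and 300 microM ATP (pre-mix). Tris pH7.5 buffer with MgCl2, Triton X-100; 1 h reaction at ambient temperature.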
IDH1 R132H inh – inhibitors of human mutant IDH1 R132H; O75874; IDH1-R132H enzyme, NADPH consumption, diaphorase/resazurin fluorescence; Potency, µM (titrated, usually from 76.6 µM), for the others: at the top dose activity change, negative = inhibition, most hits filed as inhibitors; actives 0.093% (n = 390,000); AID 602179; further: potency means the concentration at half of the fitted maximal effect; on the % scale 0 is the no-effect control and ±100 the full control effect; nearly all actives have a fitted effect of over 65% in size
Target sequence (O75874 whole entry R132H, stated change not applied): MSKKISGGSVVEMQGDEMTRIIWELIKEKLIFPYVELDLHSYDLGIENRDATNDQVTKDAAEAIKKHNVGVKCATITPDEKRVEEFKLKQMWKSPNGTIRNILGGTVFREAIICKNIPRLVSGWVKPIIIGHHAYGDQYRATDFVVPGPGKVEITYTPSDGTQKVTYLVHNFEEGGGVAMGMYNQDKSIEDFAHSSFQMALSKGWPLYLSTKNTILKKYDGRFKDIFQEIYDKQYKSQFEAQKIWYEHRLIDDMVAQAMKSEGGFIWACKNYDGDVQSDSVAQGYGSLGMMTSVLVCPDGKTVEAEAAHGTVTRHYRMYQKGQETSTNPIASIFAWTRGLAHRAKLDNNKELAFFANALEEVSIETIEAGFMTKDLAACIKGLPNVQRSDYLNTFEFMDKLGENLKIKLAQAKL
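IDH1-R132H (0.5 ug/mL dispensed) in pH 7.5 Tris buffer was preincubated 30 min with compound, then given a substrate mix of 0.016 mM NADPH and 2 mM alpha-KG for 80 min at room temperature; remaining NADPH was read by diaphorase/resazurin fluorescence.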
An asterisk follows results filed as active; ? = inconclusive; · = not tested or not shown; & = joins results of further samples; [ ] = another dose, or the depositor's remark. Unless noted, the call rests on the fitted dose curve; in most records, active means well fitted inhibition curve with a large enough effect; inconclusive means small, poorly fitted or top-dose-only effect; inactive means no such curve, though single readings can be large or run the other way.

SMILES	TRHR ag	TrxR1 substrate	TRHR PAM	rTrxR1 inhibitor	USP1 inh	D2 antagonist	D2 ag	PI4K2A inh	IDH1 R132H inh
Cc1cc(C)n(-c2nc(NCC(C)O)c3c4c(sc3n2)COC(C)(C)C4)n1 (centres undefined)	0.2	106%[activator]	-1	-10%	6%	·	·	-1	2%
COc1ccc(NC(=O)c2cc3c(=O)n(C)c4ccccc4c3s2)cc1Cl	-1.2	2%	26	15%	-24%	·	0.2	-5	0%
CC1(C)Cc2cccc(OCC(=O)N3CCN(c4ccccc4F)CC3)c2O1	-0.4	-11%	7	-13%	-11%	-18	0.1	0	4%
O=C(COC(=O)c1ccncc1)Nc1cc(Cl)c(Cl)cc1Cl	0.6	·	3	·	·	2	0.1	·	·
CC(C)(C)C(=O)NC(=S)NNC(=O)c1ccc(Cl)cc1Cl	102*	1%	-7	-11%	-13%	91*	116*	9	-6%
CC1(C)CC(=O)C=C(C(=O)NC2CCCc3c2cnn3-c2cc(F)cc(F)c2)O1 (centres undefined)	-0.7	-5%	1	0%[57.1 µM]	-7%	2	-1.0	0	2%
Cc1cc(Cl)ccc1OCCNC(=S)NC(=O)c1cccnc1	-0.4	-6%	-5	1%	-14%	-2	-1.6	-5	9%
CCCCOc1ccc(-c2nnc(N)s2)cc1	-0.8	-8%	-1	-17%	-2%	12	-0.2	1	2%
CCN(C(=O)Cn1cnc2c(nc3n2CCCCC3)c1=O)c1cccc(Cl)c1	0.3	8%	-8	21%	-24%	7	0.3	-1	-3%
COCCNc1ccc(S(=O)(=O)N2CCCC2)cc1[N+](=O)[O-]	0.1	-9%[57.1 µM]	3	-14%[57.1 µM]	-15%	-4	-0.2	1	-1%
O=C(CCC(=O)NNC(=S)Nc1ccccc1)NCc1ccccc1	-0.1	7%[57.1 µM]	3	-7%[57.1 µM]	-6%	18	0.2	-9	3%
CCOc1cc2c3c(c1)C1(OCCO1)C(=O)N3C(C)(C)CC2C (centres undefined)	-0.1	-2%[57.1 µM]	4	-10%[57.1 µM]	-4%	-1	1.3	-6	0%
COc1cccc(OC(=O)CSc2nnc(-c3ccc4c(c3)OCO4)o2)c1	-0.3	-3%	3	-1%	?	·	·	4	-9%
CCCCCC(=O)N/N=C/c1ccc([N+](=O)[O-])o1	0.4	1%	1	?	-16%	24	0.6	-1	-2%
CCOc1cccc(NC(=O)C2CC(=O)N(C)C(=Nc3ccccc3)S2)c1 (centres undefined)	0.4	4%	-2	19%	-16%	1	-0.4	0	0%
O=P(Cc1nnco1)(c1ccccc1)c1ccccc1	0.4	-11%	-4	-10%	-1%	-2	0.4	6	-2%
CC1(C)C(=O)Nc2ccccc2N1C(=O)COC(=O)c1ccc(Cl)c(S(=O)(=O)NCc2ccccc2)c1	0.5	1%	-1	17%	-22%	2	0.2	4	10%
COC(=O)/C=C1\S/C(=N/NC(=O)c2ccccc2)NC1=O	-0.4	-13%	0	-10%	-14%	-4	0.7	-1	7%
Cc1ccc2c(c1)C(c1ccc(N3CCOCC3)cc1)=NNC(c1cccs1)=N2	-0.1	1%	-12	0%	-22%	-4	-0.3	-3	1%
COc1ccccc1Nc1nnc(SCC(=O)N2CCCC2)s1	-1.2	-9%	10	-5%	-21%	-12	0.7	1	7%
CS(=O)(=O)Nc1ccc(C(=O)Nc2ccccc2Sc2ccccc2)cc1	0.6	-14%	9	-11%	-6%	-5	0.0	3	-3%
COc1ccc2oc(C(=O)OC(C)C(=O)NC3(C#N)CCCCC3)c(C)c2c1 (centres undefined)	0.0	43%[activator]	-2	15%	-9%	4	-0.3	2	-2%
COc1ccc(CN2CC(C(=O)NCc3ccccn3)CC2=O)cc1 (centres undefined)	0.1	4%	-2	11%	-15%	13	0.8	0	6%
CCOC(=O)/C(=N/Nc1ccc(Cl)cc1)S(=O)(=O)c1ccc(Cl)cc1	0.5	7%	6	21%[57.1 µM]	0%	13	0.3	-2	9%
COc1ccc(NS(=O)(=O)c2ccc(C)c(NC(=O)CNC(=O)c3ccco3)c2)cc1	-0.3	3%[57.1 µM]	5	3%	-10%	1	-0.6	2	-6%
COc1ccc(N2CCN(C(=O)c3cccc(Br)c3)CC2)c([N+](=O)[O-])c1	-1.0	-8%	-7	14%	-17%	0	-0.1	-3	10%
COc1ccc(-c2sc3ccccc3c2C#Cc2cncn2C)cc1	·	49%	·	?	-20%	·	·	0	-9%
Cc1cc(Br)ccc1SCC(=O)NCC(c1ccco1)N1CCCCC1 (centres undefined)	0.1	-4%	-6	-16%	-9%	·	·	-2	3%
Cc1cc(C)c(S(=O)(=O)N2CCCOC2CNC(=O)C(=O)NCc2ccncc2)c(C)c1 (centres undefined)	-0.4	-6%	-3	-6%	-20%	12	0.7	0	2%
COc1cc(/C=N/n2c(C)n[nH]c2=S)ccc1OCc1ccc(F)cc1	-0.7	-10%	0	-13%	-19%	-6	-1.1	-5	7%
COc1ccc(NC(=O)Cn2c(=O)n(-c3ccc(CC(=O)NCc4ccco4)cc3)c(=O)c3ccccc32)cc1	0.9	6%	3	9%	-15%	0	2.6	5	0%
CC1(C)CC(=O)C=C(Nc2ccccc2)C1	0.5	8%[57.1 µM]	0	-2%[57.1 µM]	-2%	5	0.7	-2	4%
CNC(=S)Nc1ccc(Nc2ccccc2)cc1	-0.5	9%[57.1 µM]	6	?	-10%	·	·	2	3%
C/C(=N\N=c1/scc(C)n1Cc1ccco1)c1cccc([N+](=O)[O-])c1	0.1	4%[57.1 µM]	-7	4%[57.1 µM]	-13%	-4	0.2	2	3%
O=C(/C=C/c1ccccc1)N/C(=C\c1ccco1)C(=O)NCCO	2.2	3%[57.1 µM]	-7	?	-9%	7	-0.1	0	5%
Cc1oc(-c2cccs2)[n+]([O-])c1C	0.2	-7%[57.1 µM]	13	-16%[57.1 µM]	-1%	-1	0.3	0	-6%
Cc1nn(-c2ccccc2)c(C)c1C(=O)NCc1ccc(S(N)(=O)=O)cc1	2.1	3%[57.1 µM]	1	17%[57.1 µM]	-10%	14	-3.0	2	-8%
CC1(C)CC(NC(=S)Nc2ccc(S(N)(=O)=O)cc2)CC(C)(C)N1	0.5	15%	3	-6%[57.1 µM]	-1%	-11	1.6	1	13%
O=C(COC(=O)c1cccs1)NC1CCCC1	0.5	-1%	6	6%	-19%	-6	1.3	-1	17%
CCOC(=O)c1cnc2ccc(C(=O)OC)cc2c1NCCN1CCOCC1	-0.3	7%	4	45µM*	-4%	7	0.1	0	4%

Ten neighbouring entries already listed, for reference:
SMILES	TRHR ag	TrxR1 substrate	TRHR PAM	rTrxR1 inhibitor	USP1 inh	D2 antagonist	D2 ag	PI4K2A inh	IDH1 R132H inh
Cc1cc(Br)ccc1SCC(=O)NCC(c1ccco1)N1CCCCC1 (centres undefined)	0.1	-4%	-6	-16%	-9%	·	·	-2	3%
Cc1cc(C)c(S(=O)(=O)N2CCCOC2CNC(=O)C(=O)NCc2ccncc2)c(C)c1 (centres undefined)	-0.4	-6%	-3	-6%	-20%	12	0.7	0	2%
COc1cc(/C=N/n2c(C)n[nH]c2=S)ccc1OCc1ccc(F)cc1	-0.7	-10%	0	-13%	-19%	-6	-1.1	-5	7%
COc1ccc(NC(=O)Cn2c(=O)n(-c3ccc(CC(=O)NCc4ccco4)cc3)c(=O)c3ccccc32)cc1	0.9	6%	3	9%	-15%	0	2.6	5	0%
CC1(C)CC(=O)C=C(Nc2ccccc2)C1	0.5	8%[57.1 µM]	0	-2%[57.1 µM]	-2%	5	0.7	-2	4%
CNC(=S)Nc1ccc(Nc2ccccc2)cc1	-0.5	9%[57.1 µM]	6	?	-10%	·	·	2	3%
C/C(=N\N=c1/scc(C)n1Cc1ccco1)c1cccc([N+](=O)[O-])c1	0.1	4%[57.1 µM]	-7	4%[57.1 µM]	-13%	-4	0.2	2	3%
O=C(/C=C/c1ccccc1)N/C(=C\c1ccco1)C(=O)NCCO	2.2	3%[57.1 µM]	-7	?	-9%	7	-0.1	0	5%
Cc1oc(-c2cccs2)[n+]([O-])c1C	0.2	-7%[57.1 µM]	13	-16%[57.1 µM]	-1%	-1	0.3	0	-6%
Cc1nn(-c2ccccc2)c(C)c1C(=O)NCc1ccc(S(N)(=O)=O)cc1	2.1	3%[57.1 µM]	1	17%[57.1 µM]	-10%	14	-3.0	2	-8%

The results go on:
SMILES	TRHR ag	TrxR1 substrate	TRHR PAM	rTrxR1 inhibitor	USP1 inh	D2 antagonist	D2 ag	PI4K2A inh	IDH1 R132H inh
COc1ccc2cc3c(N)nn(C(=O)c4ccccc4Cl)c3nc2c1	1.0&0.7	4%&-2%	-4&1	27%&12%	-8%&-22%	0	0.4&2.4	1&-1	-9%&9%
Cn1ccc(NS(=O)(=O)c2cc(Br)ccc2Br)n1	0.1	8%	11	16%	-11%	4	0.0	-4	-8%
Cn1c(N)nc2nc[nH]c2c1=S	·	-16%	·	-25%	-9%	·	·	0	2%
O=C(Nc1ccnn1C1CCN(C/C=C/c2ccccc2)CC1)C1CCCC1	0.0	14%	-3	19%	-9%	28	58*	-6	1%
COc1ccc(-c2[nH]ncc2CN(C)C(C)c2ccon2)c(OC)c1 (centres undefined)	-0.5	8%	4	9%	-21%	·	·	0	0%
COc1ccccc1CN1CCN(S(=O)(=O)c2ccccc2)CC1	-0.6	-3%	-2	3%	-10%	-3	-0.4	0	5%
O=C(NNC(=S)Nc1ccccc1)c1cc(-c2cccnc2)nc2ccccc12	-0.1	-3%[57.1 µM]	14	?	-8%	12	-0.1	2	2%
CCOC(=O)c1c(-c2ccc(C)o2)csc1NC(=O)CSc1nnc(C)s1	-0.2	-2%	-1	8.9µM*	-16%	13	0.3	2	9%
CC1(C)CC(=O)c2sc(NS(C)(=O)=O)nc2C1	0.8	-7%	6	0%	-6%	8	-0.4	2	0%
Cc1cc(C)n(C(=O)CNC(=O)c2ccc(C(C)(C)C)cc2)n1	-0.7	-1%	8	6%	-2%	-1	-0.8	0	-2%

Source: PubChem (National Center for Advancing Translational Sciences (NCATS))
